# KCNK9 block – human KCNK9 channel inhibition; actives 1.2% (n = 310,000); B-score at 10 µM; HEK293 KCNK9, FluxOR thallium flux fluorescence; active compounds read low; AID 488922; Q9NPC2;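 active = ratio B-score over 3 SD below the library mean, with starting fluorescence within 5 SD of its mean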;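 note: negative B-score means less thallium flux so channel inhibition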
# HDAC3 inhib – inhibitors of human histone deacetylase 3 | O15379 | recombinant HDAC3, fluorogenic peptide/trypsin coupled, fluorescence | actives 0.15% (n = 320,000) | inhibition, % at 8.3 µM; in the data active = inhibition above about 26%, passing the limit was not always enough
# Target sequence (O15379 whole entry, looked up): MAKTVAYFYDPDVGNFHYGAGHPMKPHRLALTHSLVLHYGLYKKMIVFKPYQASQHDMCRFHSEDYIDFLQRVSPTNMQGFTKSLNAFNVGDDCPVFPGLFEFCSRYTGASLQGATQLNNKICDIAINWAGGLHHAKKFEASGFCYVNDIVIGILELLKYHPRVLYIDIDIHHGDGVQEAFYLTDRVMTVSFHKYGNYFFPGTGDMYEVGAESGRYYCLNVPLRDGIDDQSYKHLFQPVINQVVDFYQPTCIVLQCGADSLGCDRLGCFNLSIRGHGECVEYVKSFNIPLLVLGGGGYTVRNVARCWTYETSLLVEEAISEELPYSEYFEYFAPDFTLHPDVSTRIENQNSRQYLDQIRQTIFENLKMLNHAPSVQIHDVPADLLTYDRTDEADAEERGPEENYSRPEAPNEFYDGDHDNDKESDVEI
# KCNQ1 act – human KCNQ1 channel potentiation or activation | CHO-K1 KCNQ1, thallium flux FluxOR fluorescence; active compounds read high | B-score at 10 µM | actives 0.35% (n = 310,000) | AID 2648;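 active = fluorescence ratio B-score, a plate-corrected score, at least three library SD, with initial intensity B-score within 5 SD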
#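 Medium – assay buffer, equal DMSO in all wells · Material – CHO-K1 cell line with stable KCNQ1 potassium channel expression · Signal – kinetic FluxOR thallium fluorescence, 10-s 1-Hz baseline, 110-s post-stimulus read · Compound – single concentration per compound, DMSO matched to controls · Schedule – 37 °C overnight plating, 90-min dark dye load, 20-min compound pretreatment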
# hERG rescue – shields human hERG channel from block by proarrhythmic agents. Q12809. CHO-hERG, FluxOR thallium flux, dofetilide IC70 present. activation (rescue from dofetilide block), less the hit threshold, % at 10 µM. actives 0.51% (n = 310,000);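 active = activation above the mean of controls blocked by dofetilide plus 5 SD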;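 note: thallium influx through hERG after potassium depolarization seen as dye fluorescence rise; in these data hits start at about 4.7%; inactives centre near -7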
# Dyrk1A ADPGlo – blocks rat Dyrk1A kinase activity. Q63470. ADP-Glo luminescence, NFATc1 peptide. inhibition, % at 12.5 µM. actives 0.43% (n = 310,000). AID 504441; in the data active = inhibition above about 50%;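 note: plate controls were vehicle with enzyme for no effect and no enzyme for full effect; many of its hits are not listed in these tables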
# RGS4 pot – potentiators or activators of RGS4; HEK293 M3R/inducible RGS4, carbachol calcium flux Fluo4; active compounds read low; B-score at 10 µM; actives 0.92% (n = 310,000); AID 463111;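 active = B-score of the integrated calcium signal more than 4 SD below the library mean, with starting fluorescence not abnormally high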;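 note: negative B-score means reduced calcium response which marks RGS4 activation or potentiation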
#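 Detection: kinetic calcium fluorescence imaging with Fluo4-AM dye, 2 µM / Material: HEK293 cells with stable M3R and inducible RGS4 / Schedule: recording 10 s baseline at 1 Hz, 100 s post-agonist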
# GSK3A inh – inhibitors of human GSK-3 alpha kinase | actives 0.1% (n = 320,000) | ADP-Glo luminescence, 60 min | inhibition, % at 10 µM | AID 2650 | P49840;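 in the data active = inhibition above about 50%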;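 note: GST-tagged GSK-3 alpha with peptide substrate and 25 µM ATP; 0% = DMSO neutral wells and 100% = GW8510 positive control wells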
# KCNK3 block – human KCNK3 channel inhibition, primary screen | O14649 | CHO-KCNK3 thallium flux, FluxOR fluorescence; active compounds read low | B-score at 10 µM | actives 0.84% (n = 340,000) | AID 602410;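 active = B-score under library mean minus 4 SD, starting fluorescence ratio at most library mean plus 5 SD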;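 note: more negative B-score means stronger inhibition of thallium flux through KCNK3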
# KCNQ1 block – blocks the human KCNQ1 potassium channel | actives 1.3% (n = 310,000) | P51787 | B-score at 10 µM | CHO-K1 KCNQ1, FluxOR thallium flux fluorescence; active compounds read high;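 active = compounds whose thallium flux B-score, printed positive for inhibition, exceeds three library SD while starting fluorescence stays within three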;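 note: channel opened by potassium depolarization with thallium stimulus after 20 min compound exposure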
# GSK3B inh – blocks human GSK3beta kinase activity | P49841 | GST-GSK3beta kinase, ADP-Glo luminescence, 60 min; active compounds read low | activity score (negative = inhibition), % at 10 µM | actives 0.038% (n = 300,000) | AID 2097;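 active = more than half of replicate wells score below -50%, meaning over 50% inhibition versus plate controls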;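 note: 0% = median DMSO wells and -100% = median GW8510 positive control wells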
# Target sequence (P49841 whole entry, looked up): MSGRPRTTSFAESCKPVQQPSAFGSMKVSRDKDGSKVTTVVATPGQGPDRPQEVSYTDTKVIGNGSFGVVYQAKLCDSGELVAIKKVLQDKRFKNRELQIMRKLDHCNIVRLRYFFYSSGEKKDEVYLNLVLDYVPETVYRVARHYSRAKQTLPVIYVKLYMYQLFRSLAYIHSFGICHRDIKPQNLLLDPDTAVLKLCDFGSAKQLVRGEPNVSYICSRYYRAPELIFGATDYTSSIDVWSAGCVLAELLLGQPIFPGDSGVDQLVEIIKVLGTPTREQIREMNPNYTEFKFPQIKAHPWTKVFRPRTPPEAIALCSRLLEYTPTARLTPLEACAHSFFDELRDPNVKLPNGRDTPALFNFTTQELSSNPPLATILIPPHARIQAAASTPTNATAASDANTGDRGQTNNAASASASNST
#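 test system = GST-tagged human GSK3beta kinase, cell-free | reagent = 25 µM ATP with peptide substrate | dosing = one dose of 10 µM per compound | schedule = 60 min reaction, RT | detection = luminescent ADP-Glo measurement of ADP formed | control set = DMSO neutral wells and GW8510 at 20 µM as positive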
# PolyA inh – blocks polyadenylation in yeast reporter cells; S. cerevisiae SKY197-pL101 polyadenylation reporter, beta-gal luminescence; efflux-impaired pdr1/pdr3 knockout yeast; score 100 = 6 SD above DMSO; calls only at 12 µM; actives 0.02% (n = 300,000);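 active = lowest replicate activity score at least 50, where 100 means six control SD above control mean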;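 note: yeast exposed to compound for 9 h at 30 °C; higher score means more reporter readthrough which indicates perturbed polyadenylation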
# The depositor's hits bear a star; i = inactive; x = not tested or not shown. A portion of the library; rates above refer to the full screens.
No.	Structure	KCNK9 block	HDAC3 inhib	RGS4 pot	KCNK3 block	GSK3A inh	GSK3B inh
1	NNc1nc2sc3c(c2c(=O)n1C1CCCCC1)CCN(Cc1ccccc1)C3	i	8	i	i	1	2
2	CCn1c(-c2cc3ccccc3cc2O)n[nH]c1=S	i	-2	i	i	-5	4
3	CC(C)(C)OC(=O)N1CCC(c2c(C(=O)NC3CC3)cnn2-c2ccccc2)CC1	i	-12	i	i	2	3
4	COC(=O)CNC(=O)C(NC(=O)c1ccc(Cl)cc1)C(C)C (centres undefined)	i	-1	i	i	1	2
5	O=C(C1CCCCC1)N(Cc1nc2sc3c(c2c(=O)[nH]1)CCCC3)Cc1cccs1	i	14	i	i	-1	1
6	C=CCc1ccc(OCC(O)CN2CCc3ccccc3C2)c(OC)c1 (centres undefined)	i	-3	i	-9*	0	2
7	Cc1cc(N2CCN(c3ncccn3)CC2)nc2c(C)cccc12	i	-5	i	i	-1	4
8	Cc1ccc(Cl)cc1N1CCN(Cc2nnnn2C2CCCCC2)CC1	i	2	i	-11*	0	2
9	O=c1[nH]cnc2nn(-c3ccccc3)nc12	i	-39	i	i	1	-1
10	O=C(CSc1nnc2ccccn12)NCc1ccco1	i	4	i	i	-3	-6
11	CC(C)(C)OC(=O)N1CCC[C@H]1c1nnc(SCc2ccccc2)o1	i	-3	i	i	-1	-3
12	COc1ccc(NC(=O)C2CCCN2C(=O)NC2CCCCC2)cc1 (centres undefined)	i	4	i	i	-3	3
13	Cn1nc(C(=O)NNC(=O)C2CSC3(C)CCC(=O)N23)c2ccccc2c1=O (centres undefined)	i	-2	i	i	-2	0
14	Cc1ccc(/C=C/C(=O)c2ccc(N3CCOCC3)cc2)s1	i	6	i	i	0	0
15	Cc1ccc2[nH]c(=O)c(CN(Cc3ccco3)S(=O)(=O)c3c(C)ccc4nsnc34)cc2c1	i	-2	i	i	-5	-3

No.	Dyrk1A ADPGlo	KCNQ1 act	hERG rescue	KCNQ1 block	PolyA inh
1	-6	i	-12	i	i
2	0	i	-11	i	i
3	1	i	-7	i	i
4	8	i	-11	i	i
5	-6	i	-14	i	i
6	-4	i	-11	i	i
7	-4	i	-3	i	i
8	1	i	-16	i	i
9	10	i	1	i	i
10	x	i	-6	i	i
11	x	i	-6	i	i
12	7	i	-4	i	i
13	10	i	-14	i	i
14	1	i	-5	i	i
15	-2	i	3	i	i

# Next section
No.	Structure	KCNK9 block	HDAC3 inhib	RGS4 pot	KCNK3 block	GSK3A inh	GSK3B inh
16	CC(C)c1ccc2[nH]c3nc(SCC(=O)N4CCOCC4)nnc3c2c1	i	2	i	i	0	0
17	Clc1ccccc1CNCC1CCCO1 (centres undefined)	i	-4	i	i	3	-3
18	CS(=O)(=O)N1CCc2cc(S(=O)(=O)N3CCCCC3)ccc21	i	-1	i	i	5	-2
19	C=CCn1c(C)cc(C(=O)CSc2nnc3c(Cl)cc(Cl)cn23)c1C	i	2	i	i	x	-3
20	CN(C)CCN(CC1CCCN(Cc2ccccc2F)C1)C(=O)c1ccc(F)cc1 (centres undefined)	i	5	i	i	-2	1
21	C=CCn1c(SCC(=O)Nc2cc(OC)c(NC(=O)c3ccco3)cc2OC)nnc1-c1ccncc1	i	2	i	i	0	0
22	COc1cc(/C=C(/NC(=O)c2ccccc2Cl)C(=O)O)cc(OC)c1OC	i	6	i	i	-1	-1
23	COc1ccc(NC(=O)CC(C)c2ccccc2)c([N+](=O)[O-])c1 (centres undefined)	i	1	i	i	-1	0
24	CCc1c(C)c2ccc(O)c(CN(C)C)c2oc1=O	i	-320	i	i	1	-1
25	Clc1ncc(CSc2ccccc2)s1	i	2	i	i	4	0
26	CN(C)S(=O)(=O)c1ccc(C(=O)Nc2ccccc2F)cc1	i	-3	i	i	-1	3
27	CCOC(=O)N1CCN(C(=O)CSc2nc(-c3cccc(C)c3)ns2)CC1	i	-4	i	i	1	1
28	COc1ccc(CN(C(=O)c2cc3ccccc3oc2=O)C2CCCCC2)cc1OC	i	5	i	i	-2	0
29	COCCNC(=O)CN(C(=O)CCC(=O)Nc1cc(C)on1)c1ccccc1C	i	-5	i	i	-1	-3
30	O=C(CSc1nc2scc(-c3ccccc3)c2c(=O)[nH]1)N1CCCCC1	i	-4	i	i	-5	5

No.	Dyrk1A ADPGlo	KCNQ1 act	hERG rescue	KCNQ1 block	PolyA inh
16	3	i	-4	i	i
17	-4	i	-9	i	i
18	-1	i	-9	i	i
19	4	i	-10	i	i
20	-5	i	-2	i	i
21	-3	i	-10	i	i
22	-2	i	-3	i	x
23	-3	i	-1	i	i
24	3	i	-9	i	i
25	0	i	-12	i	i
26	-10	i	-9	i	i
27	4	i	-27	i	i
28	-6	i	-19	i	i
29	5	i	-10	i	i
30	-3	i	-8	i	i

# More compounds.
No.	Structure	KCNK9 block	HDAC3 inhib	RGS4 pot	KCNK3 block	GSK3A inh	GSK3B inh
31	COc1ccc(OC)c(NC(=O)C(Sc2ccccc2)c2ccccc2)c1 (centres undefined)	-11*	-2	i	i	-1	3
32	S=C(Nc1ccc(Br)cc1Cl)N1CCC2(CC1)OCCO2	i	-4	i	i	0	4
33	O=C(NCC(=O)N(Cc1cccs1)C(C(=O)NC1CCCC1)c1ccco1)c1cccs1 (centres undefined)	i	9	i	i	1	-9
34	COc1cc(/C=N/NC(=O)c2ccncc2)ccc1OCC(=O)Nc1ccccc1	i	1	i	i	1	3
35	CNC(=S)N(CCCN(C)C)Cc1cc2cc3c(cc2[nH]c1=O)OCCO3	i	-2	i	i	1	0
36	O=C(CNC(=O)c1cccs1)N/N=C/c1ccc(O)cc1O	i	7	i	i	13	-6
37	Cc1ccccc1OCCCC(=O)Nc1ccc(S(=O)(=O)Nc2onc(C)c2C)cc1	i	-2	i	i	-2	3
38	Cc1[nH]c(-c2ccc(F)cc2)cc1C(=O)N1CCN(c2ccc(Cl)cc2)CC1	i	12	i	i	0	-1
39	CCOC(=O)/C=C/C(=O)Nc1ccc(S(=O)(=O)Nc2c(C)cc(C)cc2C)cc1	i	11	i	i	-3	3
40	O=C(N/N=C/c1cccs1)c1cc(C2CC2)nc2ccccc12	i	0	i	i	0	-2
41	CCS(=O)(=O)N1CCN(c2ccccc2)CC1	i	x	i	i	-1	2
42	O=C(COC(=O)CNC(=O)c1ccc(Cl)cc1Cl)NC1CCCCCCC1	i	2	i	i	-3	-1
43	CC[C@H](C)Cc1cn([C@@H](CCCN=C(N)N)C(=O)NCCCCCCCCCCC(=O)N2CCNCC2)nn1	x	6	x	i	8	-4
44	CC1CCCN(C(=O)COC(=O)Cc2ccc(Cl)cc2)C1 (centres undefined)	i	1	i	i	-1	1
45	COc1ccc(OC)c(S(=O)(=O)N2CCN(c3ccccn3)CC2)c1	i	-1	i	i	-2	-1

No.	Dyrk1A ADPGlo	KCNQ1 act	hERG rescue	KCNQ1 block	PolyA inh
31	-10	i	-8	i	i
32	0	i	-7	i	i
33	7	i	-15	i	i
34	13	i	-4	i	i
35	2	i	-10	i	i
36	1	i	-6	i	i
37	-2	i	-10	i	i
38	-3	i	-1	i	i
39	1	i	-6	i	i
40	0	i	-5	i	i
41	0	i	-6	i	i
42	1	i	-12	i	i
43	11	x	x	x	i
44	2	i	-5	i	i
45	-2	i	-2	i	i

# Continued.
No.	Structure	KCNK9 block	HDAC3 inhib	RGS4 pot	KCNK3 block	GSK3A inh	GSK3B inh
46	Cc1nc2ncccn2c1-c1csc(Nc2cccc(C(=O)O)c2)n1	i	-5	i	i	8	-6
47	CCOC(=O)N1CCN(C(=S)NC(=O)c2ccc(F)cc2)CC1	i	5	i	x	0	0
48	CCS(=O)(=O)N1Cc2ccccc2CC1C(=O)OCC(=O)Nc1ccc(C)cc1 (centres undefined)	i	4	i	i	-4	2
49	CCC(C(=O)NCCCN1CCOCC1)n1c2ccccc2c2nc(=O)cc(C)n21 (centres undefined)	i	2	i	i	0	2
50	CCOc1ccc(NC2=NC(C)(C)N=C(N)N2)cc1	i	5	i	i	-1	0
51	CC1=CCC(C(=O)N/N=C/c2cccs2)C(c2ccc(F)cc2)C1 (centres undefined)	i	10	i	i	1	1
52	COc1ccc(C(CNC(=O)c2cccnc2SC)N2CCOCC2)cc1 (centres undefined)	i	-12	i	i	0	0
53	CCC(=O)c1cc2c(cc1NC(=O)C(C)C)OCCO2	i	-4	i	i	-1	2
54	Clc1ccc(-c2cn3cc(Cl)ccc3n2)cc1	i	-11	i	i	-3	1
55	O=C(Nc1ccc(Br)cc1Cl)c1ccc2c(=O)n3c(nc2c1)CCC3	i	-4	i	i	0	0
56	O=c1cc(-c2ccc(Br)cc2)[nH][nH]1	i	-2	i	i	1	0
57	O=C(O)c1cc(NN=Nc2ccc(Br)cc2)cc([N+](=O)[O-])c1	i	7	i	i	-5	-1
58	CC(=O)c1cccc(NC(=O)Cc2cccs2)c1	i	x	i	i	x	2

No.	Dyrk1A ADPGlo	KCNQ1 act	hERG rescue	KCNQ1 block	PolyA inh
46	8	i	-3	i	i
47	x	i	-8	i	i
48	3	i	-3	i	i
49	1	i	-2	i	i
50	-9	i	-1	i	i
51	3	i	-5	i	i
52	-2	i	-2	i	i
53	2	i	-8	i	i
54	-4	i	-1	i	i
55	13	i	-6	i	i
56	23	i	-7	i	i
57	x	i	-11	i	i
58	6	i	-11	i	i

# One compound at a time, as listed above. Order of screens: KCNK9 block	HDAC3 inhib	RGS4 pot	KCNK3 block	GSK3A inh	GSK3B inh	Dyrk1A ADPGlo	KCNQ1 act	hERG rescue	KCNQ1 block	PolyA inh
# C=CCc1ccc(OCC(O)CN2CCc3ccccc3C2)c(OC)c1 (centres undefined) as listed: i	-3	i	-9*	0	2	-4	i	-11	i	i
# CC(C)(C)OC(=O)N1CCC(c2c(C(=O)NC3CC3)cnn2-c2ccccc2)CC1 as listed: i	-12	i	i	2	3	1	i	-7	i	i
# O=C(N/N=C/c1cccs1)c1cc(C2CC2)nc2ccccc12 as listed: i	0	i	i	0	-2	0	i	-5	i	i
# CCC(C(=O)NCCCN1CCOCC1)n1c2ccccc2c2nc(=O)cc(C)n21 (centres undefined) as listed: i	2	i	i	0	2	1	i	-2	i	i
# Cc1nc2ncccn2c1-c1csc(Nc2cccc(C(=O)O)c2)n1 as listed: i	-5	i	i	8	-6	8	i	-3	i	i

# Assay outcomes deposited in PubChem BioAssay by several laboratories.
